# inhibitors of VEEV – inhibitors of VEEV TC-83 cytopathic effect, confirmation, Vero cells (AID 588727); Vero cells, VEEV TC-83 cytopathic effect inhibition; higher % means a stronger effect; one-dose inhibition, % at 20 µM; IC50 in µM for titrated hits; 350,000 compounds, 0.13% hits; in the data active = a potency from the dose series; inconclusive = inhibition mostly from about 14% at the one dose, without a potency; inactive = the rest, 99 in 100 with inhibition below about 12%; also: strong numbers were not always called active
# influenza NS1A – NS1A inhibition, H1N1 influenza, cell based functional assay (AID 504329); 340,000 compounds, 0.3% hits; NS1A functional cell-based assay, percent inhibition; higher % means a stronger effect; inhibition, % at 12.5 µM; hits with a dose series show IC50 in µM; in the data active = a potency from the dose series; inconclusive = inhibition above about 27% without an active follow-up result; also: strong numbers were not always called active
# H37Rv inhibition – M. tuberculosis growth inhibition, HTS (AID 449762); M. tuberculosis H37Rv growth inhibition, 7H9 media; higher % means a stronger effect; inhibition, % at 25 µM; hits with a dose series show IC50 in µM; 330,000 compounds, 0.59% hits; in the data active = a potency from the dose series; inconclusive = inhibition above about 70% without an active follow-up result;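 also: bacterial growth assessed after seven days of incubation; strong numbers were not always called active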
# PhoP GFP inhibition – PhoP regulon inhibitors, Salmonella typhi PhoP promoter GFP reporter, confirmatory (AID 1850). inhibition, % at 50 µM, or IC50 in µM where a hit was titrated. Salmonella Typhi PhoP-promoter GFP reporter, fluorescence, 4 h; higher % means a stronger effect. 310,000 compounds, 0.33% hits; in the data active = a potency from the dose series; inconclusive = inhibition mostly from about 25% at the one dose, without a potency; inactive = the rest, 99 in 100 with inhibition below about 19%;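 also: 0% = induced wells with vehicle and 100% = uninduced wells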
# M. tuberculosis – growth inhibition of non-replicating M. tuberculosis (AID 488890); Mycobacterium tuberculosis non-replicating, growth inhibition; higher % means a stronger effect; inhibition, % at 25 µM, or IC50 in µM where a hit was titrated; 320,000 compounds, 0.39% hits; in the data active = a potency from the dose series; inconclusive = inhibition mostly from about 82% at the one dose, without a potency; inactive = the rest, 99 in 100 with inhibition below about 76%;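 also: plate controls were DMSO cells for no effect and high antibiotic wells for full effect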
# inhibitors of VEEV 10K pilot screen – recorded beside inhibitors of VEEV, whose call it bears; inhibition, %; measured here: 10K pilot screen inhibition
# The depositor's hits bear a star; i = inactive; ? = inconclusive; nt = no result given. The order is random; overall some 1.4% were active at least once.
SMILES,inhibitors of VEEV,influenza NS1A,H37Rv inhibition,PhoP GFP inhibition,M. tuberculosis,others
COc1ccccc1/C=C/C(=O)NCC(=O)N/N=C(\CCC(=O)O)c1ccccc1,i,0%,2%,-6%,31%,
C=C(C)Cn1c(=O)c(NC(=O)c2ccccc2)c2n(c1=S)CCC2,0.1%,0%,-6%,12%,21%,
CCC1CCCCN1CCCNC(=O)CSc1nc2nc(C)c(Cc3ccccc3Cl)c(C)n2n1 (stereo not drawn),0.5%,7%,5%,5%,17%,
N#Cc1ccc(C2N=C(c3ccccc3)NO2)cc1 (stereo not drawn),0.6%,4%,9%,-6%,76%,
CCCCn1c(SCc2nc(N)nc(N3CCCCC3)n2)nc2c1c(=O)n(C)c(=O)n2C,0.0%,-6%,-1%,-6%,-3%,
COc1ccc(N2C(=O)CCC(C(=O)N(C)CCc3ccccn3)C2c2ccc(OC)c(OC)c2)cc1 (stereo not drawn),0.2%,-5%,7%,-15%,-7%,
CC(=O)CCC(=O)c1ccc2ccccc2c1,1.2%,3%,0%,-1%,69%,
O=C(CCc1c[nH]c2ccccc12)NCCOc1ccccc1,i,4%,12%,3%,-5%,
CCOP(=O)(c1ccccc1)c1nc(-c2ccccc2C)oc1NCc1ccccc1 (stereo not drawn),1.0%,-4%,3%,10%,4%,
C=CCN=C(C)C1=C(O)CCC1=O,1.0%,-26%,-3%,-16%,4%,
O=C(c1ccc(Cl)s1)N1CCN(c2ncccn2)CC1,0.7%,-11%,3%,1%,39%,
COCc1cc(=O)n2c(-c3ccc(C)cc3)n[nH]c2n1,0.4%,12%,-2%,13%,34%,

# Next section, overlapping the part above by two compounds.
SMILES,inhibitors of VEEV,influenza NS1A,H37Rv inhibition,PhoP GFP inhibition,M. tuberculosis,others
O=C(c1ccc(Cl)s1)N1CCN(c2ncccn2)CC1,0.7%,-11%,3%,1%,39%,
COCc1cc(=O)n2c(-c3ccc(C)cc3)n[nH]c2n1,0.4%,12%,-2%,13%,34%,
Cc1ccc(C)c(NC(=O)CN(C)C(=O)c2ccc(-n3cncn3)c([N+](=O)[O-])c2)c1,4.0%,-8%,-1%,-4%,-7%,
Cc1ccc(S(=O)(=O)N2CCOC23CCN(C(=O)c2ccccc2Br)CC3)cc1,4.7%,-8%,-8%,4%,-1%,
O=C(CN1CCSC1=O)N1CCN(S(=O)(=O)c2ccccc2)CC1,0.3%,7%,-6%,nt,12%,
O=C(O)c1sccc1SCc1ccc(Cl)cc1Cl,5.7%,6%,-5%,-6%,-7%,
C[C@H](CO)N1C[C@H](C)[C@@H](CN(C)C(=O)Nc2ccccc2)Oc2ccc(NC(=O)c3ccncc3)cc2C1=O,0.6%,4%,3%,nt,10%,
CC1CCCCN1C(=O)Cn1cc(C=O)c2ccccc21 (stereo not drawn),i,1%,9%,-7%,-4%,
COc1ccc(NC(=O)C2CCCN2C(=O)NCc2ccccc2)cc1OC (stereo not drawn),0.7%,-8%,-4%,0%,-10%,
CN(Cc1cc(-c2ccccc2)on1)C(=O)c1cc(COc2c(F)cccc2F)on1,0.2%,-11%,-1%,6%,14%,
O=C(Nc1cc(C(F)(F)F)ccc1N1CCOCC1)C1=NN(c2ccccc2)C(=O)CC1,3.5%,-2%,0%,0%,14%,
CC(C)(C)c1nc2ccc([N+](=O)[O-])cc2[nH]1,i,-8%,0%,-4%,3%,
CCn1c2ccccc2c2nnc(SCC(=O)c3c(N)n(C)c(=O)n(C)c3=O)nc21,1.1%,-5%,7%,-5%,-5%,
Cc1n[nH]c(C)c1CCc1nc2c3ccccc3nc(SCC(=O)Nc3ccccc3F)n2n1,12%,-2%,8%,1%,8%,
COc1ccc(-c2nc(-c3ccccn3)nc(N3CCN(C)CC3)c2C#N)cc1,1.1%,-19%,49%,-5%,42%,
CCOc1ccc(Cl)cc1S(=O)(=O)n1cnc2ccccc21,i,9%,4%,-9%,14%,
CC(=O)Nc1ccc(S(=O)(=O)CCC(=O)O)cc1,0.4%,-7%,0%,-12%,-16%,
CC1C(=O)Nc2ccc(S(=O)(=O)N3CCc4ccccc4C3)cc2NC1=O (stereo not drawn),0.3%,-6%,6%,3%,21%,
O=C(c1ccc(S(=O)(=O)NCc2ccco2)cc1)N1CCN(c2ccc(F)cc2)CC1,9.2%,8%,-1%,nt,73%,
CSCCC(NC(=O)c1ccco1)C(=O)N1CCN(c2ccccc2O)CC1 (stereo not drawn),4.2%,-16%,-7%,nt,-6%,
CCN(C(=O)COC(=O)c1cccnc1SC)C1CCS(=O)(=O)C1 (stereo not drawn),1.0%,-21%,4%,7%,-16%,
Cc1ccc(OCCOC(=O)C2CCN(S(=O)(=O)c3ccc(C)c(C)c3)CC2)cc1,i,-3%,22%,-6%,72%,
CCOc1ncccc1C(=O)OCC(=O)c1ccccc1Br,i,-6%,1%,6%,24%,
CCN(c1ccc(OC)cc1)S(=O)(=O)c1cc(-c2cc(C)no2)ccc1OC,2.9%,-1%,-8%,7%,13%,
CN(Cc1ccccc1F)C(=O)c1ccc(NS(=O)(=O)c2ccc3[nH]c(=O)[nH]c3c2)cc1,0.7%,-9%,1%,4%,19%,
CC1CCCCN1CCCNC(=O)c1ccc(N2CCCC2=O)cc1 (stereo not drawn),i,-1%,-9%,-7%,-10%,inhibitors of VEEV 10K pilot screen=0.1

# Pulled one by one from above:
SMILES,inhibitors of VEEV,influenza NS1A,H37Rv inhibition,PhoP GFP inhibition,M. tuberculosis,others
CC1C(=O)Nc2ccc(S(=O)(=O)N3CCc4ccccc4C3)cc2NC1=O (stereo not drawn),0.3%,-6%,6%,3%,21%,
CC1CCCCN1CCCNC(=O)c1ccc(N2CCCC2=O)cc1 (stereo not drawn),i,-1%,-9%,-7%,-10%,inhibitors of VEEV 10K pilot screen=0.1
Cc1ccc(OCCOC(=O)C2CCN(S(=O)(=O)c3ccc(C)c(C)c3)CC2)cc1,i,-3%,22%,-6%,72%,

# Continued:
SMILES,inhibitors of VEEV,influenza NS1A,H37Rv inhibition,PhoP GFP inhibition,M. tuberculosis,others
CC(=O)Nc1ccc(NC(=O)C(=O)c2cn(CC(=O)N3CCCCC3)c3ccccc23)cc1,1.1%,1%,7%,-3%,12%,
O=C1NCCCN1Cc1ccc(F)cc1Cl,0.9%,3%,nt,nt,nt,
COC(=O)c1nc(-c2ccccc2)nc(-c2ccccc2)c1C(=O)OC,1.0%,nt,3%,3%,-8%,
O=C(NC(=S)Nc1nc(-c2ccccc2)cs1)c1ccco1,3.7%,-4%,2%,-6%,0%,
CCOc1ccccc1N1C(=O)CC(Sc2n[nH]c(-c3ccccc3)n2)C1=O (stereo not drawn),1.5%,5%,-3%,-13%,10%,
Cc1ccc(C2=NN(CCC(=O)NCCCN3CCOCC3)C(=O)CC2)cc1,0.3%,-8%,3%,5%,1%,
CN(C)CCCN(C(=O)C1COc2ccccc2O1)c1nc2cc3c(cc2s1)OCO3 (stereo not drawn),1.4%,-2%,9%,-5%,0%,
CN(CC(=O)Nc1sccc1C#N)S(=O)(=O)c1ccc(F)cc1,3.7%,0%,nt,nt,nt,
CC(=Nc1ccccc1)C1=C(O)C(Cc2ccc(O)cc2)NC1=O (stereo not drawn),30%,-19%,nt,nt,nt,
COC(=O)C(/C=N/OCc1ccc([N+](=O)[O-])cc1)NC(=O)c1ccccc1 (stereo not drawn),i,6%,2%,-13%,nt,
CC[C@]12c3[nH]c4cc(CCC(=O)N(C)C)ccc4c3CCN1C(=O)[C@@H](CC(=O)NCC13CC4CC(CC(C4)C1)C3)C[C@@H]2C(=O)N1CCN(C(=O)C2CC2)CC1,1.5%,-24%,nt,nt,nt,
CCC(C)[C@H](NC(=O)N1CC(=O)Nc2ccccc21)C(=O)N[C@@H](Cc1c[nH]c2ccccc12)C(=O)O (stereo partly drawn),0.8%,0%,-2%,-6%,-2%,

# Three entries out of the list, arranged by molar mass, descending:
SMILES,inhibitors of VEEV,influenza NS1A,H37Rv inhibition,PhoP GFP inhibition,M. tuberculosis,others
C[C@H](CO)N1C[C@H](C)[C@@H](CN(C)C(=O)Nc2ccccc2)Oc2ccc(NC(=O)c3ccncc3)cc2C1=O,0.6%,4%,3%,nt,10%,
COc1ccc(N2C(=O)CCC(C(=O)N(C)CCc3ccccn3)C2c2ccc(OC)c(OC)c2)cc1 (stereo not drawn),0.2%,-5%,7%,-15%,-7%,
COc1ccccc1/C=C/C(=O)NCC(=O)N/N=C(\CCC(=O)O)c1ccccc1,i,0%,2%,-6%,31%,

# More compounds
SMILES,inhibitors of VEEV,influenza NS1A,H37Rv inhibition,PhoP GFP inhibition,M. tuberculosis,others
Cc1ccc(-c2nc(-c3ccncc3)no2)cc1C,2.8%,1%,16%,-5%,37%,
CCOc1cc(S(=O)(=O)NCc2ccncc2)ccc1Cl,i,nt,?,1%,6%,
COc1ccc(C(=O)N/C(=C/c2cccnc2)C(=O)NCc2ccco2)cc1OC,0.4%,-2%,0%,2%,-9%,
Nc1ccc2nc(CCCCc3nc4ccccc4[nH]3)[nH]c2c1,0.9%,19%,2%,-1%,11%,
CCCCN1C(=O)NC(NC(C)=O)(C(F)(F)F)C1=O (stereo not drawn),0.4%,-8%,3%,8%,-12%,
CCN(CC)CCCOc1nc(C)nc2c1oc1ccccc12,1.2%,-1%,nt,nt,nt,
O=C(c1cc(-c2ccncc2)nc2ccccc12)N1CCN(c2ccccn2)CC1,i,9%,-12%,6%,2%,
COCCNC(=O)COC(=O)CSCc1nc2ccccc2s1,1.8%,-4%,-18%,-4%,-5%,
O=C(NNC(=O)c1cccc2ccccc12)c1cccc(Cl)c1,3.1%,-26%,nt,nt,nt,
Cc1cc(C)c(S(=O)(=O)N2CCN(C(=O)CN3C(=O)NC4(CCCC4)C3=O)CC2)c(C)c1,0.4%,7%,-7%,10%,-12%,
CCOc1ccc(-c2cc(N)n(S(=O)(=O)c3cccc4nsnc34)n2)cc1,0.7%,1%,-2%,15%,28%,
O=S(=O)(c1ccccc1)c1nc(-c2ccco2)oc1N1CCCCCC1,7.9%,5%,3%,-2%,9%,
O=C(NNC(=O)c1ccc(Br)s1)c1cccc(S(=O)(=O)N2CCCC2)c1,0.1%,-8%,-12%,nt,6%,
Cc1nc(C)c(CC(=O)N2CCc3c([nH]c4ccccc34)C2c2ccccn2)s1 (stereo not drawn),i,-4%,3%,-6%,11%,
CN(C(=O)COC(=O)C1c2ccccc2Oc2ccccc21)C1CCS(=O)(=O)C1 (stereo not drawn),0.1%,-3%,-5%,-1%,3%,
CC1=Nc2ccccc2N=C(NC(=O)CN2CCN(c3ccccc3)CC2)C1c1ccccc1 (stereo not drawn),1.6%,-3%,3%,0%,-14%,
O=C1NCCc2cc3c(cc21)OCO3,i,-7%,-5%,-5%,-29%,
CC(C)c1ccc2[nH]c(O)c(N=NC(=S)NCCc3ccccc3)c2c1,1.4%,1%,3%,-1%,-5%,
Cc1ccc(-c2[nH]c3cc(C(=O)NCCCn4ccnc4)ccc3c(=O)c2O)cc1,0.1%,1%,-2%,-1%,-7%,
CC1CN=C(Nc2cccc(S(=O)(=O)N(C)C)c2)S1 (stereo not drawn),0.9%,-9%,0%,2%,-1%,
Cc1ccc2nsnc2c1NS(=O)(=O)c1c(C)ccc2nsnc12,0.7%,-7%,-3%,1%,10%,
CCOC(=O)N1CCN(S(=O)(=O)c2ccc(C)c(C(=O)NC3CCCCC3)c2)CC1,2.1%,-5%,-15%,-2%,-13%,
CNS(=O)(=O)c1cccc(C(=O)OCCCOC(=O)c2cccc(S(=O)(=O)NC)c2)c1,1.8%,-8%,2%,-4%,-6%,
CSc1cccc(NC(=O)/C=C/c2cccc(Cl)c2)c1,2.4%,1%,?,-2%,29%,
COc1ccccc1NS(=O)(=O)c1cc(C(=O)N2CCN(C(=O)c3ccco3)CC2)ccc1F,i,-15%,nt,nt,nt,
CC(C)c1nnc(NC(=O)CCC(=O)N2CCN(c3cccc(Cl)c3)CC2)s1,0.4%,1%,26%,7%,30%,
CC(C)(CC(=O)c1ccccc1)CC(=O)c1ccccc1,i,-22%,nt,nt,nt,
CCn1c(=O)c(=O)[nH]c2cc(C(=O)NCc3ccc(F)cc3)ccc21,1.4%,3%,-1%,10%,12%,
CC1CCCCC1NC(=O)CCn1c(=O)oc2ccccc21 (stereo not drawn),i,0%,-1%,-2%,-1%,
Cc1cccc(OCC(=O)Nc2ccccc2N2CCCCC2)c1C,i,-1%,?,-3%,23%,
CC(Sc1ccc2c(c1)OCCO2)C(=O)Nc1ccc2c(c1)OCO2 (stereo not drawn),4.4%,10%,-18%,6%,41%,
COc1cc(C(=S)N2CCOCC2)cc(OC)c1O,i,0%,2%,0%,-8%,
Cc1ccc(S(=O)(=O)N2CCN(C)CC2)cc1,i,-6%,-3%,3%,-8%,
CC1=CCC2C(=O)N(c3cccc(C(=O)Nc4ccccc4Cl)c3)C(=O)C2C1 (stereo not drawn),1.2%,2%,3%,-2%,3%,
